MBNL1 CUG block: blocks human MBNL1 binding to CUG repeat RNA; Potency, µM (highest dose often 57.5 µM), for inactives: top-dose activity change, negative = inhibition, usual class: inhibitors; 280,000 tested, 0.036% active; TR-FRET MBNL1-His/biotin-(CUG)12 binding, 665/545 ratio; active = well fitted inhibition curve with a large enough effect in the signal ratio, with a control signal flat, not every such curve was filed as active; inconclusive = small, poorly fitted or top-dose-only effect, or effect the other way, or a change in a side signal; inactive = no such curve, though single readings can be large or run the other way; the % refers to the signal ratio; also: potency is read from the fitted curve at half-maximal effect; % is scaled to controls: 0 for no effect and ±100 for the full control effect
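MBNL1-His + Biotin-(CUG)12, cpd titration 92 nM–58 uM; Tb anti-His Ab 0.055 ng/ul, SA-XL665 5 nM (final); 60 min RT; ratiometric 665/545 nm, Ex 340 nm; normalized to buffer and full-complex controls.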
hERG WT inh: inhibitors of human wildtype KCNH2 potassium channel. U2OS, BacMam KCNH2, thallium flux FluxOr; hits give low values. 340,000 tested, 0.37% active. Q12809. activity change, % at 1.84 µM;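 active = maximum activity change below -70%; inconclusive = maximum activity change between -70% and -50%; inactive = maximum activity change above -50%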; also: % is scaled to controls: 0 for no effect and ±100 for the full control effect
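U2OS cells transduced with wild-type KCNH2 virus are loaded with FluxOr dye for 45 min, and thallium flux is measured in kinetic reads before and after stimulation buffer. Rate constants are normalized to DMSO controls.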
ASM inhibitor: inhibitors of human secretory acid sphingomyelinase | Potency, µM (titrated, usually from 57.5 µM), without a hit: top-dose activity change, negative = inhibition, hits mostly inhibitors | 340,000 tested, 0.006% active | AID 504937 | placental ASM, HMU-PC fluorogenic substrate, 60 min; also: potency is read from the fitted curve at half-maximal effect
Target sequence (P17405 47-631 limits assumed): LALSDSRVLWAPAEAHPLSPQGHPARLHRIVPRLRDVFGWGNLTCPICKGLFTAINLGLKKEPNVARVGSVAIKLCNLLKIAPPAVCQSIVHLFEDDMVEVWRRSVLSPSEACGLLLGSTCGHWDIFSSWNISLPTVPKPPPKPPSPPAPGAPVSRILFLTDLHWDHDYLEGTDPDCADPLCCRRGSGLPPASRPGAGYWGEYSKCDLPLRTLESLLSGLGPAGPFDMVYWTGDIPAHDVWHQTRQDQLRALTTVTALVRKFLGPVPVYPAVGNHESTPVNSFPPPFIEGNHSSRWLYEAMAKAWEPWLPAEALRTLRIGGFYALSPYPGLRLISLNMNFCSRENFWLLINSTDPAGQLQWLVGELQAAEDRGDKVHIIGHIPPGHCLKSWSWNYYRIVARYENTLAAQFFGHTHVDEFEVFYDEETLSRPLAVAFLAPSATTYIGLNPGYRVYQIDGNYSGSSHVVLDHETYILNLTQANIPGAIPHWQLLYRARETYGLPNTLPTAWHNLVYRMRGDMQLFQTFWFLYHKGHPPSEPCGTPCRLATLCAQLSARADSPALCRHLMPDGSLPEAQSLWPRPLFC
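Steps: dispense placental human ASM, pin compound, wait 10 min at room temperature, add HMU-PC0 substrate at 9 uM final, incubate 60 min at 37 °C, add stop solution raising pH to 10, read fluorescence.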
A-T KAP1 phos: potential ataxia-telangiectasia treatment | […] A-T fibroblasts, KAP-1 phosphorylation AlphaLISA; neocarzinostatin DNA damage 30 min before lysis | Potency, µM (series often up to 57.5 µM), for the others: at the highest dose activation, usual class: activators | 320,000 tested, 0.19% active; also: potency is read from the fitted curve at half-maximal effect; % of control where 0% means no effect; nearly all actives have a fitted effect of over 45% in size
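hTERT-immortalized A-T patient fibroblasts ([…]), 500 cells/well in OPTI-MEM, 1% FBS, got compounds for 60 min, then NCS for 30 min at 37C. Lysates were then assayed for phospho-KAP-1 by AlphaLISA (anti-pKAP1 donor, anti-KAP1 acceptor beads), 6 hr at 25C.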
KCNH2 3.1 inh: inhibitors of human KCNH2 3.1 potassium channel isoform; U2OS KCNH2 3.1, thallium flux FluxOr; hits give low values; activity change, % (tested at about 1.8 µM); 340,000 tested, 0.95% active; AID 720553;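 active = maximum activity change below -70%; inconclusive = maximum activity change from -70% to -50%; inactive = maximum activity change above -50%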;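 also: thallium influx rate constant from kinetic fluorescence after stimulation buffer; % is scaled to controls: 0 for no effect and ±100 for the full control effect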
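Channel expression came from 3.1 mutant virus (1.77 x 10^8 /mL) applied to suspended U2OS cells for 4 h. Flux was tracked with FluxOr dye plus Red40 quencher, and kinetic rate constants normalized to controls.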
GALK inh: galactokinase (human) inhibition; P51570; Purified GALK, Kinase-Glo residual ATP luminescence; Potency, µM (titrated, usually from 57.5 µM), without a hit: at the highest dose activity change, negative = inhibition, most hits filed as inhibitors; 270,000 tested, 0.007% active; also: potency is read from the fitted curve at half-maximal effect; % is scaled to controls: 0 for no effect and ±100 for the full control effect
Target sequence (P51570 whole entry, looked up): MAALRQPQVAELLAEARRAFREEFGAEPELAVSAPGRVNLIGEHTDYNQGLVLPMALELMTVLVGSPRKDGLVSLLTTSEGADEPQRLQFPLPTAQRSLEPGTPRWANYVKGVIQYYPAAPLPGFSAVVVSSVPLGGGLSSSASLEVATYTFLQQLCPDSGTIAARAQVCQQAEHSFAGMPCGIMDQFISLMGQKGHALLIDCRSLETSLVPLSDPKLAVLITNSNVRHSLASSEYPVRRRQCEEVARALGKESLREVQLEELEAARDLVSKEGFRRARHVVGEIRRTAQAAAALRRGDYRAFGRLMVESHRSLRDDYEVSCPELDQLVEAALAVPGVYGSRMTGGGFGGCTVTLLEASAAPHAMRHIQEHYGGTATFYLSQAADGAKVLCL
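Kinase-Glo Plus luminescence measured ATP left after a 1 h room-temperature reaction. The reaction used 5 nM GALK, 100 uM galactose and 35 uM ATP at pH 8.0 (20 mM HEPES, 5 mM MgCl2, 60 mM NaCl, 1 mM DTT, 0.01% BSA).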
a7 integrin act: integrin-mediated muscular dystrophy alleviation activation. Potency, µM (titrated, usually from 38.3 µM), inactives show at the top dose activation, hits mostly activators. alpha7betagal myoblasts, beta-gal FDG fluorescence, 48 h. AID 624291. 350,000 tested, 0.064% active;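 also: potency is read from the fitted curve at half-maximal effect; 100% = response of the positive control SU9516; nearly all actives have a fitted effect of over 60% in size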
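alpha7betagal+/- myoblasts (passage 13, 250/well) treated 48 h at 37C with compounds at 1:260 dilution of DMSO stock. Lysed, then beta-galactosidase activity read as FDG fluorescence (ex 480/em 540) after 30 min, with pre-read for autofluorescence.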
MLL CXXC-DNA inh: inhibitors of human MLL CXXC domain-DNA interaction; Q03164; MLL-CXXC / FITC-HOXA9 DNA fluorescence polarization; Potency, µM (doses to about 115 µM), for inactives: at the top dose activity change, negative = inhibition, most hits filed as inhibitors; 290,000 tested, 0.037% active; active = well fitted inhibition curve with a large enough effect in the polarisation, with a control signal flat, not every such curve was filed as active; inconclusive = small, poorly fitted or top-dose-only effect, or effect the other way, or a change in a side signal; inactive = no such curve, though single readings can be large or run the other way; the % refers to the polarisation; also: potency is read from the fitted curve at half-maximal effect
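Steps: dispense CXXC domain solution (7 uM) → pin compounds or unlabeled HOX-A9 DNA control → 5 min ambient → add FLSN-HOX-A9 solution (50 nM) → spin → 30 min ambient → fluorescence polarization. Tris pH 7.5/NaCl/DTT/BSA buffer.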
TRPV1 ag: activates the human vanilloid receptor TRPV1; Q8NER1; activation, % at 8.33 µM; 320,000 tested, 0.19% active; TRPV1-expressing cells, Fluo-8 calcium influx, agonist mode; in the data active = activation above about 80%; inconclusive = between about 30% and that limit; also: 0% is about no effect
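Fluo-8 calcium influx in TRPV1-expressing cells, kinetic read (ex 480/em 520 nm). Compound added and read 3 min for agonist activity, followed by capsaicin at EC20 final and 2 min further read for enhancement.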
FBPA coupling cs: coupling enzyme interference in Giardia aldolase counter-screen | activity change, negative = inhibition, % at 58.2 µM, hits read low | AID 2472 | coupling enzyme system counterscreen, AmpLite Red fluorescence | 290,000 tested, 0.67% active; in the data active = activity change below about -30%; also: % is scaled to controls: 0 for no effect and ±100 for the full control effect
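Fluorescence at 525 nm excitation and 598 nm emission measured inhibition of the coupled detection system without aldolase. Compounds (at 57.5 uM final) were preincubated 10 min at room temperature with coupling enzyme reagent before a 20 min substrate/AmpLite Red step.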
Starred values were filed as active, the others as inactive; ? = inconclusive; nt = not tested or not shown; [ ] = another dose, or the depositor's remark. Unless noted, calls follow the shape of the dose curve; as a rule, active = well fitted curve in the direction sought with a large enough effect; inconclusive = small, poorly fitted or top-dose-only effect, or another doubt; inactive = no such curve, though single readings can be large; an effect the other way counts as inactive or inconclusive.

SMILES	MBNL1 CUG block	hERG WT inh	ASM inhibitor	A-T KAP1 phos	KCNH2 3.1 inh	GALK inh	a7 integrin act	MLL CXXC-DNA inh	TRPV1 ag	FBPA coupling cs
CCNC(=O)c1cc2c(=O)n3cccc(C)c3nc2n(Cc2ccc(C)cc2)c1=N	?	-7	180%[activator]	6%	-17	5%	-9%	15%	26	4
Cc1nc2ccccc2nc(C)c1=NOCc1ccc(C#N)cc1	-4%	-10	6%	8%	2	-1%	-8%	-5%	-1	-4
CCOc1ccccc1N1CC(C(=O)Nc2ccc3c(c2)OCCO3)CC1=O (stereo not given)	-12%	-10	-1%	0%	-3	1%	-2%	0%	1	3
O=C(O)CC1(c2ccc(F)cc2)C2CC3CC(C2)CC1C3 (stereo not given)	-8%	nt	-8%	11%	14	nt	13%	-15%	-13	5
COC(=O)c1sccc1NC(=O)c1cccnc1	1%	1	5%	nt	-1	2%	4%	-2%	-3	5
COCC(C)Nc1ccc(S(=O)(=O)N2CCCC2)cc1[N+](=O)[O-] (stereo not given)	?	-1	-3%	-3%	3	0%	-24%	5%	14	-1
COC(=O)c1ccc(NC(=O)CS(=O)(=O)c2ccccc2)cc1	-2%	0	0%	-12%	4	-4%	0%	1%	?	-1
COc1ccc(C(=O)NCc2nnc(SCC(=O)Nc3ccc4c(c3)OCO4)o2)cc1	-8%	7	2%	-4%	-1	-1%	0%	4%	-1	1
C[C@H](CO)N1C[C@H](C)[C@@H](CN(C)C(=O)Nc2ccccc2)Oc2c(NC(=O)Nc3ccc(C(F)(F)F)cc3)cccc2C1=O	nt	10	?	-6%	1	nt	-23%	nt	nt	nt
Cc1cccc(-n2ncc3c(=O)[nH]c(SCC(=O)Nc4cc(C)on4)nc32)c1	nt	1	-1%	2%	0	nt	-11%	nt	nt	nt
O=C(CC1CCCCC1)NCCOc1ccccc1	nt	5	3%	0%	-8	0%	-11%	-5%	27	1
CC1CCCC(C)N1C(=O)COC(=O)c1cncc(Br)c1 (stereo not given)	nt	0	6%	4%	2	nt	27%	nt	nt	nt
Cc1ccc(OCc2ccc(C(=O)NN)o2)cc1C	5%	1	-1%	-8%	-20	5%	0%	0%	?	2
O=C(C(c1ccccc1)c1ccccc1)N1CCN(Cc2ccc(Br)cc2)CC1	-6%	38	-1%	2%	-30	-4%	-21%	1%	9	-1
CC(C)C(C)NC(=O)CN1C(=O)NC2(CCCc3ccccc32)C1=O (stereo not given)	nt	-5	0%	2%	-3	2%	1%	-6%	1	4
O=C1c2ccc(Cl)cc2S(=O)(=O)c2cccc(C(=O)N3CCN(c4ncc(Br)cn4)CC3)c21	nt	-1	-20%	-10%	?	nt	15%	nt	-1	nt
Cc1nc(CNS(=O)(=O)c2ccc(Br)cc2)cs1	-2%	-5	2%	11%	6	nt	-14%	1%	1	0
CCCOc1ccc(-c2nc(C#N)c(N3CCC(C(N)=O)CC3)o2)cc1	-4%	23	-1%	2%	-6	2%	-3%	-11%	?	3
COc1ccc(NC(=O)N2CCC(CO)(CC3CCCCO3)CC2)c(OC)c1 (stereo not given)	2%	-11	2%	35%	-2	-1%	-24%	-8%	7	0
CCOC(=O)c1ccccc1NC(=O)COC(=O)C1CC(=O)N(c2ccc3c(c2)OCCO3)C1 (stereo not given)	nt	5	nt	-12%	-20	nt	21%	nt	7	nt
O=C(NCc1cccnc1)c1ccc(NC(=O)c2ccco2)cc1	-5%	-4	2%	3%	-4	0%	-17%	6%	-4	1
O=C(CCc1nnc(-c2ccc3c(c2)OCO3)o1)N(Cc1ccncc1)CC1CCCO1 (stereo not given)	0%	-9	0%	4%[11.5 µM]	4	0%	-6%	1%	0	4
CN(C)CCC(=O)c1ccc(F)cc1	-4%	-8	1%	-9%	17	-3%	-13%	125%[activator]	1	-2
Cc1ccc(N(CC(=O)NC2CCCC2)C(=O)c2ccc(C)s2)cc1	4%	nt	0%	1%	7	2%	1%	-11%	-2	-1
Cc1csc(N2CCCC2c2nc3cc(C(F)(F)F)ccc3n2CCOCCO)n1 (stereo not given)	nt	21	5%	nt	-7	nt	-13%	nt	nt	nt
N#CC(c1ccc(Cl)cc1)c1nc2ccccc2nc1C(F)(F)F (stereo not given)	13%	-5	-11%	?	4	0%	-5%	12%	-10	-6
COc1ccc(/C=N/NC(=S)NC2CCS(=O)(=O)C2)cc1 (stereo not given)	11%	4	-5%	10%	5	0%	?	-4%	1	-4
O=C(C1CCCO1)N1CCN(C(=S)Nc2ccc(F)cc2)CC1 (stereo not given)	0%	-10	3%	5%	9	3%	-18%	3%	9	1
Cc1ccc(C(=O)NCCSC(C)(C)C)cc1[N+](=O)[O-]	26%	-8	-1%	-9%	5	0%	19%	-1%	?	-2
Cc1cc(OCC(=O)N2CCCC2)ccc1Cl	9%	-1	-1%	-6%	7	4%	-12%	-7%	23	2
COCCN(C(=O)CSc1ncn[nH]1)c1c(N)n(Cc2ccccc2)c(=O)[nH]c1=O	nt	3	3%	-4%	14	nt	-3%	nt	-3	nt
Cc1cc(C)nc(SCc2ccc(Br)cc2)n1	-5%	1	0%	3%	-2	-2%	12%	4%	-5	1
C#CCNC(=O)c1cc2sccc2n1C	9%	7	8%	2%	12	3%	9%	-2%	0	4
O=C(COc1ncnc2sccc12)NC1CCCc2ccccc21 (stereo not given)	-6%	2	9%	2%	-14	0%	18%	5%	1	-5
Cc1cccc(NC(=O)c2ccccc2NC(=O)CCC(=O)O)c1	10%	4	7%	-4%	4	1%	19%	6%	-2	0
O=C(c1ccco1)n1nc(-c2ccccc2)nc1SCc1ccccc1	3%	-2	1%	2%	-1	-3%	13%	42%[activator]	12	0
COc1cc2ccccc2cc1C(=O)N1CCCCC1	nt	3	1%	0%	2	nt	0%	nt	7	nt
COc1ccc(CC(=O)Nc2ccc(N3CCOCC3)cc2)cc1S(=O)(=O)N1CCOCC1	4%	-3	1%	-14%	-5	1%	4%	-8%	0	-2
CCCn1c(C)cc(C)c(C#N)c1=O	-4%	8	2%	9%	-10	0%	-30%	-3%	-3	0
CCOC(=O)CSc1nc2c(sc(=S)n2-c2ccc(CC)cc2)c(=O)[nH]1	3%	-5	1%	-2%	21	nt	10%	39%[activator]	0	12
Cn1c(=O)[nH]c(=O)c2c1nc(SCCN1CCCCC1)n2CCCc1ccccc1	-11%	-1	-1%	3%	-32	-3%	-32%	-2%	0	-9
Cn1ncc(Br)c1C(=O)NCc1cccs1	-2%	-1	5%	4%	7	-5%	2%	-3%	-4	6
Cn1cccc1CNCc1ccccc1Cl	1%	11	5%	1%	3	0%	1%[7.66 µM]	59%[activator]	1	-1
Cc1c(Cl)cccc1NC(=O)Cc1ccc([N+](=O)[O-])cc1	nt	2	2%	-2%	nt	9%	-37%	?	-2	0

Ordered by molecular weight (smallest number first): some entries from above
SMILES	MBNL1 CUG block	hERG WT inh	ASM inhibitor	A-T KAP1 phos	KCNH2 3.1 inh	GALK inh	a7 integrin act	MLL CXXC-DNA inh	TRPV1 ag	FBPA coupling cs
CCCn1c(C)cc(C)c(C#N)c1=O	-4%	8	2%	9%	-10	0%	-30%	-3%	-3	0
Cn1cccc1CNCc1ccccc1Cl	1%	11	5%	1%	3	0%	1%[7.66 µM]	59%[activator]	1	-1
Cc1c(Cl)cccc1NC(=O)Cc1ccc([N+](=O)[O-])cc1	nt	2	2%	-2%	nt	9%	-37%	?	-2	0
O=C(c1ccco1)n1nc(-c2ccccc2)nc1SCc1ccccc1	3%	-2	1%	2%	-1	-3%	13%	42%[activator]	12	0
Cn1c(=O)[nH]c(=O)c2c1nc(SCCN1CCCCC1)n2CCCc1ccccc1	-11%	-1	-1%	3%	-32	-3%	-32%	-2%	0	-9
COc1ccc(CC(=O)Nc2ccc(N3CCOCC3)cc2)cc1S(=O)(=O)N1CCOCC1	4%	-3	1%	-14%	-5	1%	4%	-8%	0	-2
